High-throughput results deposited in PubChem BioAssay by several laboratories.
CF NFkB block – cystic fibrosis NF-kB activation inhibition. KKLEB NF-kB-GFP reporter, PAF-induced, GFP fluorescence overnight. inhibition, % at 5 µM. 360,000 compounds, 0.86% hits. AID 588850;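 active means at least 50% inhibition at 5 µM, scaled per plate between neutral and stimulator controls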;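 further: PAF is a Pseudomonas aeruginosa culture filtrate used as stimulus; plate controls were PAF-stimulated DMSO wells for no effect and unstimulated DMSO wells for full effect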
NR2E3 ag-1 – activates human photoreceptor nuclear receptor NR2E3; 320,000 compounds, 0.12% hits; GST-NR2E3/biotin-RetCOR TR-FRET, 1536-well; inhibition of corepressor binding, % at 4.78 µM; AID 2300; Q9Y5X4;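 active means percent inhibition above the cutoff of mean plus 3 SD of all tested compounds, set per screening campaign, cut at about 20% in these data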;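 further: 0% = DMSO wells and 100% = biotin wells as full block of FRET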
Target sequence (Q9Y5X4 whole entry, looked up): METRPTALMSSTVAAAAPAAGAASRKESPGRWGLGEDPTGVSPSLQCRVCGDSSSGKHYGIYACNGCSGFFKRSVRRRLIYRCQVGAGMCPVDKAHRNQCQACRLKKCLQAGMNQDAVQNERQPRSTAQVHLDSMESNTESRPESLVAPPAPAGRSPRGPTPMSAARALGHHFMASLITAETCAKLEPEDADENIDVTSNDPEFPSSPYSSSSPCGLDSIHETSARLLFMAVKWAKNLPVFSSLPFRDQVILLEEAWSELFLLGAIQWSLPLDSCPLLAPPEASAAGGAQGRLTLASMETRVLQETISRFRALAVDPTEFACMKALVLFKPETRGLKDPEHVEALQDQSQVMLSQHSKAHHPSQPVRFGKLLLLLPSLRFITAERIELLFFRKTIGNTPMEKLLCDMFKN
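System: GST-tagged NR2E3 plus biotinylated RetCOR corepressor; Amount: 1.35 nM GST-tagged NR2E3 final; Dosing: single nominal compound dose of 4.8 µM; Schedule: 5 h incubation at 4 °C; Technique: TR-FRET with europium anti-GST and streptavidin-D2, 340 nm excitation; Controls: biotin wells as high control, 0.6% DMSO wells as low control.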
TROY NFkB inh – inhibitors of TROY-dependent NF-kB signaling; Q293 LMP1-TROYcd NF-kB luciferase reporter, 4 h; 360,000 compounds, 0.98% hits; inhibition, % at 10 µM;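 active means compounds whose plate-normalised and pattern-corrected inhibition of the luciferase reporter signal at the single screening dose is 50% or more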
NR2E3 ag-2 – human photoreceptor-specific nuclear receptor agonism | CHO-S Gal4-NCOR/VP16-NR2E3 two-hybrid, luciferase | inhibition of corepressor binding, % at 3.98 µM | 360,000 compounds, 0.35% hits | AID 602229;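 active means inhibition above the mean of all tested compounds plus 3 SD, cut at about 70% in these data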;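 further: 0% = DMSO with NR2E3 transfected cells and 100% = cells lacking NR2E3 construct; higher means lower luciferase signal from less NR2E3 corepressor binding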
HIF-2a inh – inhibitors of HIF-2a | 786-0 RCC cells HIF-2a reporter, luciferase luminescence, overnight | inhibition, % at 18.8 µM | 360,000 compounds, 0.72% hits;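 active means inhibition of the luminescence signal of 40% or more relative to plate controls, in a single-dose primary screen at 18.75 µM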
TWEAK Fn14 block – inhibitors of TWEAK-Fn14 interaction signaling | inhibition, % at 10 µM | TWEAK-stimulated Fn14 reporter cells, luciferase luminescence, 8 h | 360,000 compounds, 2% hits | AID 1159606; in the data active means inhibition above about 50%
Peg3 prom inh – Peg3 promoter activity inhibition | 360,000 compounds, 1.7% hits | AID 588405 | HeLa PEG-Prom luciferase reporter, luminescence, overnight | inhibition, % at 20 µM;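 active means inhibition of at least 50% at 20 µM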
Shn3 3UTR inh – Schnurri-3 reporter inhibition in Clone20 osteoblasts; Clone20 osteoblast Shn3 3'UTR firefly luciferase, 24 h; inhibition, % at 12.5 µM; 360,000 compounds, 0.52% hits; AID 588674;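 active means mean inhibition of at least 75% with every replicate also reaching 75%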;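 further: 0% = median of neutral control wells and 100% = pilot-screen positive control compound; some compounds past the cut are filed as inactive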
TRPM1 prom inh – inhibitors of MITF-driven TRPM1 promoter in melanoma cells | SK-MEL-5 TRPM1 promoter luciferase, 24 h | inhibition, % at 12.5 µM | 330,000 compounds, 0.83% hits;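 active means mean inhibition across replicates of 60% or more, whatever share of single replicates reaches that level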; further: values of inactives mirror those of a sister screen read the other way
KKLEB tox – CF airway cell cytotoxicity counter-screen; activity change (cytotoxicity), % at 5 µM; 360,000 compounds, 0.36% hits; KKLEB CF airway cells viability, ATPlite luminescence, overnight; active compounds read low; cells stimulated with P. aeruginosa culture filtrate; AID 602141;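 active means corrected activity change at or below -50% at 5 µM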
C8 TRAIL sens – caspase-8 TRAIL sensitization | NB7+C8 cells + TRAIL, ATPlite viability luminescence | inhibition (viability loss, TRAIL sensitization), % at 10 µM | 360,000 compounds, 1% hits | AID 624354;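 active means compounds causing at least 50% loss of cell viability in the single-dose screen, relative to plate controls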
The depositor's hits bear a star; . = not tested or not shown. A portion of the library; count on the stated rates, not on these rows.

SMILES	CF NFkB block	NR2E3 ag-1	TROY NFkB inh	NR2E3 ag-2	HIF-2a inh	TWEAK Fn14 block	Peg3 prom inh	Shn3 3UTR inh	TRPM1 prom inh	KKLEB tox	C8 TRAIL sens
COc1ccc(-n2nc(C(=O)NCC(=O)NCCCN3CCOCC3)c3ccccc3c2=O)cc1Cl	4	3	-16	-17	7	-12	-12	-3	5	-6	-17
CC(C)c1ccc(/C=C/C(=O)O)cc1	12	3	-13	-1	-3	2	-2	-10	0	-9	5
CC(=O)Nc1cc(C(F)(F)F)ccc1N1CCOCC1	9	5	1	-17	-1	-7	6	13	7	9	-14
CCOC(=O)C1=C(COC(=O)c2ccc(Cl)c(S(=O)(=O)N3CCOCC3)c2)NC(=O)NC1C (stereo not given)	-22	.	2	0	4	-11	15	-3	0	-18	5
CCOC(=O)CSc1nccc(N(C)C)c1C#N	-11	4	-10	12	-2	0	3	-3	5	7	0
CCc1ccc(N2C(=O)CN(Cc3sccc3C)C2=S)cc1	0	4	1	-16	-69	-24	-49	-16	-5	9	3
O=C(Nc1cccc(Cl)c1)Nc1ccc(Cl)cn1	1	1	-19	-1	-44	-5	-21	-40	-9	-1	6
Cc1ccc(N(CC(=O)N2CCN(c3ccc(F)cc3)CC2)S(=O)(=O)c2c(C)noc2C)cc1	-18	0	-14	-20	22	18	21	-20	6	4	-2
CCOc1ccccc1C(=O)NC(C(=O)NCCc1ccccn1)C(C)C (stereo not given)	22	.	-6	-32	11	0	0	13	7	16	-1
CCn1cnc2sc(-c3ccccc3)cc2c1=O	-12	-2	.	-105	-266	27	-362	-39	-40	3	9
COC(=O)c1cc(Br)c(=O)n(CCC2=CCCCC2)c1	-7	-2	-10	-4	-10	5	18	-4	16	2	-9
CCC(CC)C(=O)Nc1cccc(C(=O)Nc2ccc3c(c2)OCO3)c1	-11	-2	-40	-40	-175	6	-137	-65	-71	7	14
O=C(CCCN1C(=O)CCC1=O)Nc1ccc(Br)cc1F	-7	1	-2	7	8	13	0	-7	-7	-2	-13
CC(C)(C)C1CCC(OC(=O)C[N+]2(C)CCCC2)CC1 (stereo not given)	8	-2	-16	11	7	-2	4	1	0	11	-3
Cc1ccc(CNC(=O)C2CCCN(S(=O)(=O)c3c(C)[nH]c(=O)[nH]c3=O)C2)cc1 (stereo not given)	2	-3	-11	1	23	26	5	4	2	5	-5
O=C(NCc1cccnc1)C1CCC(CNS(=O)(=O)c2cccc3nsnc23)CC1 (stereo not given)	24	2	-14	-6	10	1	-6	-3	0	-13	-12
CCOC(=O)C1=C(c2ccccc2)NC(=O)NC1c1ccc(OC)cc1 (stereo not given)	9	8	11	-13	13	6	22	8	-2	12	3
Cc1ccc2nc(-c3cccnc3)c(NC3CCCCC3)n2c1	-4	2	4	10	15	-8	9	-1	9	7	-1
CCOc1nc2c(c(-c3cccs3)c1C#N)Cc1ccccc1-2	-17	0	0	2	22	4	48	7	7	-6	-3
Cc1ccc(NC(=O)c2cc(-c3ccccc3)n[nH]2)cc1	14	.	-53	-56	-230	-53	-122	-12	-71	2	7
CC(=O)C1=C(O)C(=O)N(c2ccc(Br)cn2)C1c1cccc([N+](=O)[O-])c1 (stereo not given)	-21	0	0	3	-12	11	-21	-7	0	3	10
O=C(NCc1cccc(Cl)c1)c1ccc(S(=O)(=O)Nc2cccc(C(F)(F)F)c2)cc1	-2	0	55*	7	24	32	11	15	3	-4	-11
CSCCC(NC(=O)COc1ccccc1)C(=O)OCC(=O)c1cc2ccccc2o1 (stereo not given)	-25	-2	9	-22	-27	-4	-2	-9	10	4	-21
COc1ccc(OCC(O)CNC(=O)Nc2ccccc2)cc1 (stereo not given)	16	1	5	-9	13	10	13	.	-4	-18	1
Cn1c(C(=O)NCCCN2CCN(c3ccccc3F)CC2)cc2c(=O)n(C)c3ccccc3c21	-1	2	11	24	-13	-22	1	-16	.	12	25

(cont.)
SMILES	CF NFkB block	NR2E3 ag-1	TROY NFkB inh	NR2E3 ag-2	HIF-2a inh	TWEAK Fn14 block	Peg3 prom inh	Shn3 3UTR inh	TRPM1 prom inh	KKLEB tox	C8 TRAIL sens
CCOC(=O)C1CCCN(C(=O)CCNS(=O)(=O)c2cc(Br)cnc2N)C1 (stereo not given)	-7	3	8	5	-2	3	-3	7	-2	2	8
CCCC(C)NC(=O)COc1ccc(Sc2ccc(OCC(=O)NC(C)CCC)cc2)cc1 (stereo not given)	-15	-1	28	5	19	31	17	58	29	-5	23
COC(=O)C1=C(C(=O)OC)[N+]2=C3N(C(=O)NC2(C)C)[C@H](CO)C[C@@]32c3ccccc3N(Cc3ccccc3)[C@@H]12	18	1	8	18	9	-30	2	-3	4	-15	-2
Cc1cccc(NC(=O)N(C)Cc2cccs2)c1	-16	8	-15	-26	-72	-10	-61	-12	-15	1	-19
CCCC(=O)NCC(c1cccs1)S(=O)(=O)c1ccc(Cl)cc1 (stereo not given)	-10	2	0	-19	3	13	-12	-2	-3	3	-10
O=C1C=C(c2ccc(-c3ccccc3)c(F)c2)C[C@@H](c2ccc3c(c2)OCO3)C1	16	2	-34	-3	-16	-10	-16	-10	-19	2	6
Cc1ccc(N2CN=C3SCC(=O)N3C2)cc1C	18	-2	-86	-9	-24	-19	-60	-30	4	-2	-2
O=C(CN1CCN(c2ccccn2)CC1)Nc1ccc([N+](=O)[O-])cc1C(=O)Nc1ccccc1F	22	7	-9	33	10	5	42	17	3	-26	28
CCOC(=O)CC1COCCN1Cc1cn[nH]c1-c1ccc2c(c1)OCO2 (stereo not given)	2	3	6	19	14	0	12	14	2	-8	-5
CC(=O)OC(C=C(C)C)C/C(C)=C/COc1c2ccoc2cc2oc(=O)ccc12 (stereo not given)	-61	.	1	15	4	-35	9	11	-2	-1	-3
Cc1ccc(OCC(=O)N/N=C/c2ccc([N+](=O)[O-])o2)cc1	-37	-2	8	-19	-25	0	2	-6	64*	14	-28
S=c1cn[nH]c2ccccc12	-9	.	11	-38	-21	16	-23	77	23	0	-7
CCOC(=O)CNC(=O)CSc1nnc(-c2ccco2)n1N	7	-3	-4	5	4	5	5	-9	6	1	6
CCc1ccc(OCC(=O)N(Cc2ccccc2)C2CCS(=O)(=O)C2)cc1 (stereo not given)	-8	0	-1	-7	9	19	8	-6	-1	6	12
Cc1c(C)c2ccc(OC(C)C(=O)N3CC[C@@]4(O)CCCC[C@H]4C3)c(C)c2oc1=O (stereo not given in full)	2	3	-6	-8	-1	-7	19	-5	-5	-2	-6
O=C(c1cc(Cl)ccc1[N+](=O)[O-])N1CCc2ccccc2C1	1	1	8	-19	-2	-1	2	0	8	0	-7
CCOC(=O)c1ccc(S(=O)(=O)N2CCN(CCC#N)CC2)cc1	-5	-2	12	-9	10	12	-7	-28	.	-11	3
CN(C)C(=O)CSc1nnc(NC(=O)CCc2ccccc2)s1	14	1	6	-15	8	10	4	7	5	-8	16
O=C(CNC(=O)c1ccccc1F)NNC(=O)c1ccccc1O	-18	-2	-17	-14	-1	-4	4	-4	9	12	16
CC(C)(C)NC(=O)C(c1cccnc1)N(C(=O)c1csnn1)c1ccccc1 (stereo not given)	-6	1	-19	-2	5	9	9	2	-9	5	-6
COC(=O)c1ccc(NC(=O)CSc2nnc(CNc3ccc(F)cc3)n2C)cc1	-17	1	5	-18	8	3	10	-11	8	-21	-1
COc1nc(Oc2ccc(C(=O)O)cc2)nc(Oc2ccc(C(=O)O)cc2)n1	-21	-2	-13	4	16	3	-1	-23	-3	6	9
O=C(OCC(=O)c1ccc[nH]1)c1ccc(Cl)c(Cl)c1	-33	.	-43	13	-36	-35	-37	-24	-1	7	-10
C[C@@]12C(=O)Nc3ccc(Br)cc3C(=O)N1[C@H]1c3cc(Br)ccc3OC[C@@H]1[C@@H]2c1ccccc1	7	2	11	-5	15	-25	2	41	15	-10	6
CCOC(=O)c1sc(NC(=S)NC(=O)c2ccco2)nc1C	-14	4	-2	-10	-106	9	-87	-15	1	-7	28

The list continues.
SMILES	CF NFkB block	NR2E3 ag-1	TROY NFkB inh	NR2E3 ag-2	HIF-2a inh	TWEAK Fn14 block	Peg3 prom inh	Shn3 3UTR inh	TRPM1 prom inh	KKLEB tox	C8 TRAIL sens
O=C(CSc1nnc(-c2ccco2)n1Cc1ccccc1)c1ccccc1	7	0	-16	-57	-201	-23	-178	-38	-82	3	-9
COCCCNCCOCCSc1ccc(Cl)cc1	18	-2	-15	10	15	-1	7	-24	10	-17	-5
COc1ccc(CNC(=O)/C(C#N)=C/c2cccc(OC)c2OC)cc1	59*	3	36	-20	16	-15	5	-2	5	-12	19
COc1ccc(NC(=O)C2Cc3c(-c4ccc(Cl)cc4)ccnc3O2)cc1OC (stereo not given)	-14	.	35	78*	4	39	20	53	.	6	15
O=C(COC(=O)/C=C/c1ccccc1Cl)NC1CCCC1	10	0	-38	-35	-1	-4	-14	7	12	-24	11
O=C(CNS(=O)(=O)c1ccc2c(c1)OCCCO2)N1CCN(c2ccc(F)cc2)CC1	2	5	3	20	8	11	11	4	15	-13	1
COc1ccc(S(=O)(=O)N(C)CC(=O)Nc2ccccc2OC)cc1C	16	-6	-3	-13	10	6	1	-2	11	5	11
COc1ccc(Nc2oc(-c3ccco3)nc2S(=O)(=O)c2ccc(F)cc2)cc1	-12	3	5	-7	-46	-7	8	16	-16	0	-1
COc1ccccc1NC(=O)CSc1nnc(-c2ccoc2C)n1C	16	0	2	-2	8	25	17	-9	6	-1	18
COc1ccc(-n2c(Cc3cccn3C)nnc2SCC(=O)Nc2ccc(Cl)cc2)cc1	10	5	15	3	12	50*	4	-1	2	15	12
CCN(CC)C(=O)C1CCN(S(=O)(=O)c2ccc3oc4ccccc4c3c2)CC1	-6	0	27	77*	-11	21	15	86*	26	-3	12
O=C(Nc1nc(-c2ccncc2)cs1)c1ccc(F)cc1	-8	-6	17	0	-46	6	-11	-35	6	14	-7
Cc1ccc(C(=O)Nc2nnc(COCCO)s2)cc1	-5	.	-16	-38	-92	20	-52	-62	.	-8	3
CCNC(=O)NC(=O)CSc1ccc2ccccc2c1	0	0	-5	-3	-8	-5	-7	-1	-3	18	0
COc1ccc(Br)cc1/C=C/c1ccc2cccc(O)c2n1	-35	0	-6	-31	-24	9	-7	19	13	3	16
